High-throughput results deposited in PubChem BioAssay by several laboratories.
CRFR2-BP antag = CRF-BP/CRF-R2 complex antagonism; HEK293 CRF-R2/CRF-BP, CRF-induced calcium fluorescence; inhibition, % at 11.8 µM; hit rate 0.59% among 350,000;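 active means inhibition of the ligand-induced calcium signal above about 50% at the single tested concentration, limit read from the data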
IDE inh = inhibitors of human insulin-degrading enzyme in cells; P14735; HEK cells, FAbetaB cleavage, fluorescence polarization; inhibition, % at 5.59 µM; hit rate 0.41% among 320,000;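 active means percent inhibition above the average of all tested compounds plus 3 SD, set per screening campaign, cut at about 16% in these data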;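 further: IDE supplied by intact live HEK cells; FP after avidin binding of uncleaved biotin substrate so inhibition keeps polarization high; 0% = DMSO wells and 100% = 60 µM reference IDE inhibitor Ii1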
Target sequence (P14735 whole entry, looked up): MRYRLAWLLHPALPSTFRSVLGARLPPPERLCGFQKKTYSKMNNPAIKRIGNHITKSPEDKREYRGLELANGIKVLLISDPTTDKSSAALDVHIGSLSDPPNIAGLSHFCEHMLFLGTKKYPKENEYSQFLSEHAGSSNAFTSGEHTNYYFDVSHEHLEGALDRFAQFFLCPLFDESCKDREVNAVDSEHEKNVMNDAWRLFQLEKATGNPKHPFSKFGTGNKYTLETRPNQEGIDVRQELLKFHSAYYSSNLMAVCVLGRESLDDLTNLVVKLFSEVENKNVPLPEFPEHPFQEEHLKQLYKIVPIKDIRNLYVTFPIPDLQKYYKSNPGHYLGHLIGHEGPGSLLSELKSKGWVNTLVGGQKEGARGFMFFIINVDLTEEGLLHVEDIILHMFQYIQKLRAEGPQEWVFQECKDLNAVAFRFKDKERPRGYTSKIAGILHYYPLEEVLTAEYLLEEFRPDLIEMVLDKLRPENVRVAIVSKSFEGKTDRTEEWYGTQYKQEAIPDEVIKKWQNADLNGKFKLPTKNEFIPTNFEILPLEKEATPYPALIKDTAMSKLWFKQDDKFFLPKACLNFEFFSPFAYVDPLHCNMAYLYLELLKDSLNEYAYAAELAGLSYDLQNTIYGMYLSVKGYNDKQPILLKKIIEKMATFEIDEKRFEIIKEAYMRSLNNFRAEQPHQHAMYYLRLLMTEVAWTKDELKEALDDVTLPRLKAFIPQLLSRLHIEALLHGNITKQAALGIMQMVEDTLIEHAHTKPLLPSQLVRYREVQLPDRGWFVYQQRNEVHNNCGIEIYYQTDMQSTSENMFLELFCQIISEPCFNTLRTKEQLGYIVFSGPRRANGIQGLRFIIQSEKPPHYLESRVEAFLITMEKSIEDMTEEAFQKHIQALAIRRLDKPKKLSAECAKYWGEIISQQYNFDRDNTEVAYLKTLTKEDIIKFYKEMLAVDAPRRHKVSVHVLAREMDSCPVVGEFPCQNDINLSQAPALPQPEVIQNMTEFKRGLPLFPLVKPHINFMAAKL
M5 PAM = potentiates acetylcholine response at human M5 receptor; CHO-K1 hM5, Fluo-8 calcium, ACh EC20 PAM; 0% = ACh EC20, 100% = ACh EC100; activation, % at 3 µM; hit rate 0.3% among 360,000; AID 624038;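 active means activation above the run cutoff, the mean activation of all test compounds plus 3 SD, cut at about 18% in these data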
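Assay system: CHO-K1 hM5 cells. Also added: acetylcholine at EC20 concentration, added after compound. Dosing: 3 µM, single dose. Times: compound preincubation 140 s before EC20 acetylcholine addition. Signal: Fluo-8 calcium fluorescence. Measure: % activation relative to EC20 and EC100 ACh responses. Repeats: singlicate, one well per test compound.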
M4 ag = agonists of human muscarinic M4 receptor (CHRM4); CHO-K1 hM4/Gqi5, Fluo-8 calcium fluorescence; vehicle 0%, full acetylcholine response 100%; activation, % at 3 µM; hit rate 0.14% among 360,000;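 active means activation above the run mean over all test wells plus 3 SD, cut at about 32% in these data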;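 further: peak over basal fluorescence ratio per well then scaled between controls; 0% = DMSO wells and 100% = acetylcholine at EC100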
CHRM4 antagonist = CHRM4 antagonism in calcium assay. inhibition, % at 3 µM. hit rate 0.73% among 360,000. CHO-hM4 cells, ACh EC80, Fluo-8 calcium fluorescence. P08173;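 active means inhibition above its plate's cutoff, the mean inhibition of sample wells plus 3 SD, cut at about 27% in these data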;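 further: 0% = acetylcholine EC80 with DMSO and 100% = DMSO without agonist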
CHRM4 PAM = positive allosteric modulators of human muscarinic M4 receptor. P08173. CHO-K1 hM4/Gqi5, Fluo-8 calcium fluorescence, ACh EC20; 0% = ACh EC20, 100% = maximal ACh. activation, % at 3 µM. hit rate 0.4% among 360,000. AID 624126;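 active means activation above its plate's cutoff, the mean activation of sample wells plus 3 SD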; further: some results filed as inactive read as strong as hits
CHRM5 antagonist = antagonists of human muscarinic M5 receptor (CHRM5); CHO-hM5 cells, Fluo-8 calcium fluorescence, ACh EC80; inhibition, % at 3 µM; hit rate 0.59% among 360,000;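 active means inhibition above a per-plate cutoff, the mean of that plate's test compounds plus 3 SD, cut at about 27% in these data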;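 further: 0% = acetylcholine EC80 with DMSO and 100% = DMSO without agonist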
CRFR2-BP ag = agonists of human CRF-binding protein/CRF-R2 receptor complex; HEK293 CRF-R2/CRF-BP, calcium dye fluorescence (FLIPR); percent of saturating CRF peptide response; activation, % at 13.2 µM; hit rate 0.46% among 350,000;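 active means activation of at least 50%, plus an integration ratio under a set limit after plate pattern correction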;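 further: plate controls were neutral control wells without compound for no effect and CRF at EC100 for full effect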
CHRM5 agonist = CHRM5 agonism in calcium assay; P08912; CHO-K1 hM5 cells, Fluo-8 calcium fluorescence; 0% DMSO wells, 100% maximal acetylcholine response; activation, % at 3 µM; hit rate 0.19% among 360,000; AID 624037;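 active means activation above the run's mean over test compounds plus 3 SD, cut at about 23% in these data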;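 further: signal is peak over basal fluorescence ratio across the kinetic read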
Numbers without * were called inactive; . = no result given.

SMILES	CRFR2-BP antag	IDE inh	M5 PAM	M4 ag	CHRM4 antagonist	CHRM4 PAM	CHRM5 antagonist	CRFR2-BP ag	CHRM5 agonist
Cc1nc(SCC(=O)N2CCCc3ccccc32)c2oc3ccccc3c2n1	-4	-2	7	1	3	0	-6	-0.8	1
COc1ccc(CCNC(=O)C2CCN(C(=O)c3ccc(F)cc3)CC2)cc1OC	7	1	-9	2	-4	0	12	0.4	-3
CC1CCCCC1NC(=O)COC(=O)c1c2c(nc3ccccc13)/C(=C\c1ccco1)CC2 (stereo unspecified)	-5	.	-4	2	-7	-3	0	-2.4	5
Cc1ccc(-n2c(C)cc(-c3csc(N)n3)c2C)cc1	20	-3	4	1	1	4	2	4.9	-1
CC(OC(=O)c1cccc(-n2cnnn2)c1)C(=O)Nc1ccccc1F (stereo unspecified)	7	-9	0	0	0	4	2	-0.9	2
O=C1C2C3C=CC(C2C(=O)N1c1nccs1)C1C(=O)N(c2nccs2)C(=O)C31 (stereo unspecified)	12	-8	2	2	3	7	3	4.4	1
O=C(CCn1nnc2ccccc2c1=O)N[C@@H](Cc1c[nH]c2ccccc12)C(=O)O	12	2	3	1	-6	-4	-1	0.3	2
O=C1OCCC1Sc1nnc(-c2ccc(F)cc2)n1Cc1ccccc1 (stereo unspecified)	-7	1	-6	1	5	-3	4	-1.1	-1
Oc1cccc(C(Nc2nccs2)c2ccc3cccnc3c2O)c1 (stereo unspecified)	-23	5	-16	1	9	-15	6	0.8	-15
COc1cc2c(cc1/C=C1/NC(=O)N(CC(=O)Nc3ccccc3)C1=O)OCO2	-3	3	1	2	-5	10	8	5.3	-1
O=C(Nc1cc(Cl)cc(Cl)c1)c1ccc(Cn2c(=O)[nH]c3ccsc3c2=O)cc1	-9	3	1	1	-4	7	-3	4.2	0
CC(C)(C)c1ccc(C(=O)O/N=C(\N)c2ccccn2)cc1	0	-2	8	2	-6	0	-7	-2.3	-4
CCOC(=O)CNc1c(N2CCN(c3ccccn3)CC2)c(=O)c1=O	-8	-1	2	1	2	-2	-2	2.2	1
COc1ccc(CCCC(=O)NCCc2ccccc2)c(C)c1	0	.	6	1	-3	0	-2	-1.6	0
O=C(NCc1csc(-c2cccs2)n1)C1CCCCC1	-12	6	4	1	-4	-9	1	-0.8	-2
O=C(CC1CCCCC1)NCc1ccc(F)cc1	7	-2	9	0	-26	4	0	-2.8	0
COC(=O)c1cccc(NC(=O)CSCc2ccccc2)c1	4	-6	-3	3	-7	-8	5	-2.0	7
CCCn1c(SCC(=O)c2cc(C)n(-c3ccc4c(c3)OCO4)c2C)n[nH]c1=O	46	1	-8	11	2	-12	21	-2.6	0
CCCCN1C[C@H](C)[C@@H](CC(=O)NC)C1=O	7	.	-3	1	-6	8	6	5.7	1
COc1ccc(CNC(=O)COC(=O)CC2CCCC2)cc1	13	-4	-2	0	5	-2	6	-0.7	-2
CCOC(=O)Cc1csc(NC(=O)CSc2nnnn2-c2ccc(CC)cc2)n1	-7	-4	-12	8	-4	-5	4	2.6	2
Cc1ccc(C(=O)NN(CCC(=O)NC(C)(C)C)C2=NS(=O)(=O)c3ccccc32)cc1	14	9	3	10	-3	0	-10	-2.3	-2
Cc1cc(C)c2cc(C#N)c(N3CCCN(C(=S)NCCCN(C)C)CC3)nc2c1	-11	5	-4	3	8	-10	8	-0.9	-9
C=CCN1C(=O)C(CC(=O)Nc2ccccc2)SC1=Nc1c(C)n(C)n(-c2ccccc2)c1=O (stereo unspecified)	-3	5	-2	2	-9	16	3	0.4	0
Cc1onc(-c2ccccc2)c1C(=O)/C=C/N(C)C	14	3	-8	1	2	5	11	0.0	1
Cn1c(C=O)c(C#Cc2ccccc2)c2ccccc21	12	-7	3	1	-2	11	10	0.8	2
COCCN1C[C@@H](CO)O[C@@H](n2cnc3c(NCC(C)C)ncnc32)C1	.	.	-4	0	-19	8	4	.	0
CC(OC(=O)c1ccc2c(c1)OCCO2)C(=O)NC1CCCCC1C (stereo unspecified)	-18	0	4	0	-2	9	7	-0.9	3
CSc1nsc(N/N=C/c2ccccc2)c1C#N	0	-1	-6	3	-7	4	-6	0.6	-2
Cn1c(-c2c(N)n(CCCc3ccccc3)c3nc4ccccc4nc23)nc2ccccc21	-30	.	-4	4	5	-4	13	10	0
Cn1c(=O)cc(OCC(=O)NCCCN2CCN(Cc3ccccc3)CC2)c2ccccc21	3	3	2	0	-6	-3	-2	0.0	-2
COc1ccc2cc3cc(C(=O)Nc4ccccc4N4CCN(C)CC4)oc3nc2c1	-10	2	-8	6	-2	-6	3	-0.1	-9
COc1cc(-c2nn3c(-c4cccnc4)nnc3s2)cc(OC)c1OC	5	-1	-1	1	-11	7	-11	1.4	-1
Cc1ccc(-c2nc(C3CCCN(S(=O)(=O)c4ccc(C(F)(F)F)cc4)C3)no2)cc1 (stereo unspecified)	-8	2	-4	0	-5	6	-1	12	2
CC(C)C[C@H]1CN(CCCC[C@H]2CNC(=O)C(=O)N2Cc2ccccc2)C(=O)C(=O)N1Cc1ccccc1	.	.	6	1	-4	3	-2	.	-5
CCOc1ccc(NC(=O)CSc2nc(=O)n(Cc3ccccn3)c3c2CCC3)cc1	2	-1	3	0	-15	3	1	0.9	-2
CCCn1cc(S(=O)(=O)CC(=O)Nc2ccc(OCC)cc2)c2ccccc21	0	-2	0	0	10	3	0	1.0	-1
CCOc1ccc2[nH]c(C)cc(=O)c2c1	1	-2	0	1	-11	2	0	2.1	-2
CCc1ccc(CN(C)C(=O)c2ccc3c(c2)OCCO3)cc1	-14	6	-5	2	-3	-1	6	-0.6	0
CCCCCCc1cc2cc(C(=O)Nc3ccccc3OC)c(=O)oc2cc1O	-1	1	5	0	18	-6	-4	102*	-4
CCC1CCCCN1CCCNC(=O)Cn1nc(C)n2nc(-c3ccccc3)cc2c1=O (stereo unspecified)	19	0	-4	0	-9	-1	14	0.3	-8
COC(=O)c1ccc(CNC(=O)C2CCC(=O)N(Cc3ccccn3)C2)cc1 (stereo unspecified)	2	9	14	0	-6	14*	-1	0.2	2
CC(C1CC2CCC1C2)N1CC(O)=C(c2nc3ccccc3[nH]2)C1=N (stereo unspecified)	-37	4	8	4	5	2	3	6.2	3
CC(=O)COc1ccc2c(-c3cccc([N+](=O)[O-])c3)cc(=O)oc2c1	13	-3	-2	2	0	6	4	-2.2	-5
O=[N+]([O-])c1ccccc1Nc1ccc(O)cc1	42	-1	6	1	-6	2	-8	-2.2	-5
CC(=O)Nc1ccc(NC(=O)CCc2ccc(C)o2)cc1	-9	-5	4	2	-5	3	-1	-0.9	-4
COCCCNC(=O)CS(=O)Cc1nc(-c2ccccc2C)oc1C (stereo unspecified)	1	6	2	1	-14	5	-4	2.8	0
Cc1ccc(S(=O)(=O)NC23CC4CC(CC(C4)C2)C3)cc1	-11	-1	-13	0	14	6	11	-2.4	-3
CCc1ccc(CN(C)Cc2nc(Cc3ccc(OC)c(OC)c3)no2)nc1	-2	1	-2	1	4	-5	2	-1.4	1
CC(C)c1ccc(NC(=S)NNC(=O)c2cccs2)cc1	-1	-1	2	2	-1	-2	4	-0.1	2

The last two compounds of the part before lead into the next:
SMILES	CRFR2-BP antag	IDE inh	M5 PAM	M4 ag	CHRM4 antagonist	CHRM4 PAM	CHRM5 antagonist	CRFR2-BP ag	CHRM5 agonist
CCc1ccc(CN(C)Cc2nc(Cc3ccc(OC)c(OC)c3)no2)nc1	-2	1	-2	1	4	-5	2	-1.4	1
CC(C)c1ccc(NC(=S)NNC(=O)c2cccs2)cc1	-1	-1	2	2	-1	-2	4	-0.1	2
CCOC(=O)N1CCN(C(=O)c2ccc(Cn3c(=S)[nH]c4cc(C(=O)OC)ccc4c3=O)cc2)CC1	13	3	4	-1	0	1	0	-0.3	1
O=C(CCCN1C(=O)C(c2ccccc2)Oc2cccnc21)Nc1cccc(F)c1 (stereo unspecified)	-17	7	-8	13	-1	-6	11	3.0	-2
C=CCOc1ccc(/C=C/C(=O)OCC(=O)N2CCN(S(=O)(=O)c3ccc(C)cc3C)CC2)cc1	-1	.	3	1	-3	-2	1	1.9	3
CC(C)CN(CC(C)C)c1ccc(/C=N/n2cnnc2)cc1[N+](=O)[O-]	-15	-1	-8	-1	5	-13	-2	1.6	-10
CCOC(=O)C(CCCCC(NC(C)=O)(C(=O)OCC)C(=O)OCC)(NC(C)=O)C(=O)OCC	0	2	2	1	2	20	3	-0.7	2
O=C(COC(=O)c1ccc(O)cc1)Nc1cc(S(=O)(=O)N2CCCCCC2)ccc1Cl	10	.	-5	21	-9	-5	3	-0.5	3
Cc1ccc(CN2CCC(n3nccc3NC(=O)CCCc3ccccc3)CC2)o1	-12	0	5	2	-12	-4	-17	-0.8	-3
O=C(CCNC(=O)c1ccccc1Cl)Nc1nc(-c2ccccc2Cl)cs1	-9	0	-6	4	1	-9	2	-1.1	4

Structures shown so far containing an aryl methoxy group:
SMILES	CRFR2-BP antag	IDE inh	M5 PAM	M4 ag	CHRM4 antagonist	CHRM4 PAM	CHRM5 antagonist	CRFR2-BP ag	CHRM5 agonist
COc1ccc(CCNC(=O)C2CCN(C(=O)c3ccc(F)cc3)CC2)cc1OC	7	1	-9	2	-4	0	12	0.4	-3
COc1cc2c(cc1/C=C1/NC(=O)N(CC(=O)Nc3ccccc3)C1=O)OCO2	-3	3	1	2	-5	10	8	5.3	-1
COc1ccc(CCCC(=O)NCCc2ccccc2)c(C)c1	0	.	6	1	-3	0	-2	-1.6	0
COc1ccc(CNC(=O)COC(=O)CC2CCCC2)cc1	13	-4	-2	0	5	-2	6	-0.7	-2
COc1ccc2cc3cc(C(=O)Nc4ccccc4N4CCN(C)CC4)oc3nc2c1	-10	2	-8	6	-2	-6	3	-0.1	-9
COc1cc(-c2nn3c(-c4cccnc4)nnc3s2)cc(OC)c1OC	5	-1	-1	1	-11	7	-11	1.4	-1
CCCCCCc1cc2cc(C(=O)Nc3ccccc3OC)c(=O)oc2cc1O	-1	1	5	0	18	-6	-4	102*	-4
CCc1ccc(CN(C)Cc2nc(Cc3ccc(OC)c(OC)c3)no2)nc1	-2	1	-2	1	4	-5	2	-1.4	1
